Lamin A splicing = LMNA splicing modulation | AID 1487 | 200,000 compounds, 0.01% hits | Potency, µM (doses to about 46.1 µM), for inactives: top-dose ratio change, negative = inhibition, usual class: inhibitors | HeLa LMNA splicing GFP/RFP minigene ratio, 48 h; active = well fitted inhibition curve with a large enough effect in the signal ratio, with a control signal flat, not every such curve was filed as active; inconclusive = small, poorly fitted or top-dose-only effect, or effect the other way, or a change in a side signal; the % refers to the signal ratio; note: potency is the fitted concentration of half-maximal effect; % is set by controls: 0 for no effect and ±100 for the full control effect
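S3 HeLa stable clones carrying a lamin A-EGFP splicing minigene plus DsRed2 were seeded at 600 cells/well in Opti-MEM with 2% FBS, pin-dosed and incubated 48 h at 37°C. Acumen cytometry (488 nm) gave the GFP/RFP total-intensity ratio.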
IMPase Li cell = cell-permeable IMPase inhibitors with lithium potentiation. CHO-M1 cells, IP1 TR-FRET (IP-One), carbachol + lithium. 210,000 compounds, 0.35% hits. Potency, µM (series often up to 59.4 µM), for inactives: at the highest dose activity, negative = IMPase inhibition, usual class: inhibitors;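 note: IP1 builds up when IMPase is blocked and the TR-FRET signal falls; potency is the fitted concentration of half-maximal effect; plate controls were basal vehicle for no effect and high inhibitor control for full effect; nearly all actives have a fitted effect of over 50% in size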
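Steps: plate 2000 CHO-M1 cells per well and culture 16–30 h; add compound and lithium; incubate 30 min, 37C; add d2-IP1 tracer and Eu cryptate anti-IP1 antibody in lysis buffer; read after 10 min at room temperature.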
HTT aggregate = mutant huntingtin aggregation inhibition. AID 1688. PC12 HttQ103-GFP aggregates, Acumen cytometry, 40 h. 220,000 compounds, 1.1% hits. Potency, µM (highest dose often 46.1 µM), for inactives: at the top dose activity change, negative = inhibition, hits mostly inhibitors; note: potency is the fitted concentration of half-maximal effect; % is set by controls: 0 for no effect and ±100 for the full control effect; nearly all actives have a fitted effect of over 60% in size
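Aggregate formation scored by laser-scanning cytometer (488 excitation, 500–530 emission) in lysed PC12 cells expressing Q103-GFP after 100 nM tebufenozide induction; library tested in dose series, with ATPLite reagent added in the multiplex.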
CBFb-RUNX1 inh = inhibitors of human CBF-beta and RUNX1 interaction. Q01196+Q13951. 230,000 tested, under 10 active. AID 1477. Potency, µM (series often up to 59.8 µM), for the others: top-dose activity, negative = inhibition, usual class: inhibitors. AlphaScreen CBFb-His/RUNX1-biotin binding, biochemical; note: % of control where 0% means no effect
Target sequence (Q01196 whole entry, looked up): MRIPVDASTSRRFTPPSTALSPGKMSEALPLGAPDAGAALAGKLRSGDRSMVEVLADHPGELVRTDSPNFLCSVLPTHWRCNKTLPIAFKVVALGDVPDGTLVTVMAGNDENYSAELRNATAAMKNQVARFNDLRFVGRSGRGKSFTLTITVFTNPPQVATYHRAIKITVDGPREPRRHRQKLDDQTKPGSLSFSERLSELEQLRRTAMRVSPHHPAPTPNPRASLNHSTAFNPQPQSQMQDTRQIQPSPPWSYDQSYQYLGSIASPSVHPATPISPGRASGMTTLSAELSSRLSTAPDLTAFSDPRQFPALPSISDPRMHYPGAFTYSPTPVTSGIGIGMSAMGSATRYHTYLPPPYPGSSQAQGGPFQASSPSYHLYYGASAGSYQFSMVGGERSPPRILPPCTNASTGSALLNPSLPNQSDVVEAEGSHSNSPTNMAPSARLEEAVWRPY
Target sequence (Q13951 whole entry, looked up): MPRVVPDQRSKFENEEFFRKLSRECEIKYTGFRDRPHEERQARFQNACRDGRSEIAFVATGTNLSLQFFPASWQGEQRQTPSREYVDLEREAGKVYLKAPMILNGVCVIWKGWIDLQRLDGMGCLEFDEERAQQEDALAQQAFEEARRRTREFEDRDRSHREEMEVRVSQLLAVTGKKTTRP
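Compounds were screened at multiple concentrations against a preformed CBF-beta(His)/RUNX1(biotin) complex (30 nM of each) for 15 min at room temperature, followed by 90 min with nickel and streptavidin beads and AlphaScreen reading.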
SMN2 splice enh = SMN2 splice variant enhancement; HEK293 SMN2-luciferase splicing reporter, luminescence, 30-36 h; Potency, µM (series often up to 46.1 µM), for inactives: at the top dose activity change, positive = activation, most hits filed as activators; 210,000 compounds, 2.8% hits; AID 1458; note: potency is the fitted concentration of half-maximal effect; % of control where 0% means no effect; nearly all actives have a fitted effect of over 55% in size
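HEK293 cells carry an SMN2 […]–luciferase reporter in which exon 7 inclusion puts luciferase in frame. Cells were plated 10-12 h before compound addition, then incubated 30-36 h at 37C. ONE-Glo luminescence was read; sodium butyrate at 4.5 mM final served as control.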
KinaseGlo FLuc = blocks Kinase-Glo luciferase, a counter-screen artifact | Q27757 | Kinase-Glo luciferase, ATP luminescence, 8 min | Potency, µM (highest dose often 38.3 µM), for the others: top-dose activity change, negative = inhibition, actives largely listed as inhibitors | 200,000 compounds, 0.28% hits | AID 1379; note: potency is the fitted concentration of half-maximal effect; % is set by controls: 0 for no effect and ±100 for the full control effect; nearly all actives have a fitted effect of over 60% in size
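Inhibition of Kinase-Glo luciferase light generation was assessed at 10 uM ATP in pH 7.2 imidazole buffer, with luminescence measured after eight minutes at ambient temperature.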
HTT cytoprotect = Huntington cell model cytoprotection by ATP luminescence | Potency, µM (doses to about 56.4 µM), inactives show cytoprotection (ATP increase), usual class: activators | 230,000 compounds, 0.14% hits | PC12 HTT-Q103 induced, cytoprotection, ATP luminescence, 40 h;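 note: potency is the fitted concentration of half-maximal effect; % of control where 0% means no effect; nearly all actives have a fitted effect of over 45% in size; toxic huntingtin expression switched on by the ecdysone agonist tebufenozide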
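Quantitative HTS on tebufenozide-induced (100 nM) PC12 cells expressing HTTQ103 exon 1–GFP; compounds tested as a concentration series; survival measured via cellular ATP.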
The depositor's hits bear a star; ? = inconclusive; . = not tested or not shown; & = joins results of further samples; [ ] = another dose, or the depositor's remark. Unless noted, calls come from the whole dose curve; as a rule, active = well fitted curve in the direction sought with a large enough effect; inconclusive = small, poorly fitted or top-dose-only effect, or another doubt; inactive = no such curve, though single readings can be large; an effect the other way counts as inactive or inconclusive.

SMILES | Lamin A splicing | IMPase Li cell | HTT aggregate | CBFb-RUNX1 inh | SMN2 splice enh | KinaseGlo FLuc | HTT cytoprotect
CC(=O)Nc1ccc2oc(-c3ccccc3Br)nc2c1 | -6% | -31%[38.3 µM] | 3% | 7% | 11µM* | -10% | -68%[inhibitor][10 µM]
Cc1ccc2cccc(NC(=O)c3ccc(Br)o3)c2n1 | 13% | 2%[38.3 µM] | -15% | 5% | -16% | -2% | -8%
O=c1cnc2cnc(Oc3ccccc3)nc2n1CCc1ccccc1 | . | 8% | . | . | -3% | 0% | 27%
Cc1cc(C)nc(SCC(=O)c2ccc([N+](=O)[O-])cc2)n1 | -2% | 1% | 1% | -5% | -9% | 3% | -15%[10 µM]
Cc1sc(NC(=O)c2ccccc2F)c(CN2CCCCC2C)c1C (configuration not stated) | 7% | 9% | -8% | 4% | 10% | -4% | .
NC(=S)N=Nc1c(O)n(C2OC(=O)c3ccccc32)c2ccccc12 (configuration not stated) | -3% | 9% | -1% | 8% | 14% | 0% | 4%[10 µM]
Fc1ccc(CNc2nc3ccccc3n3nnnc23)cc1 | 0% | ? | -8% | 0% | -5% | 0% | -23%
COc1ccc2nc(SCC(=O)Nc3nccs3)[nH]c2c1 | 7%[46 µM] | 0% | ? | 9% | 9% | 0% | 2%
O=C(O)CSC1c2ccccc2C(=O)N1Cc1ccccc1 (configuration not stated) | 4% | -16%[38.3 µM] | 0% | 5% | 2% | 1% | -16%
Cc1noc(C)c1S(=O)(=O)N1CCN(C(c2ccccc2)c2ccc(Cl)cc2)CC1 (configuration not stated) | -21% | 18%[38.3 µM] | -20% | 2% | -28% | 14% | 9%
Oc1ccc(CN2CCCCC2)c2cccnc12 | ? | 10% | 0%[1.84 µM] | -29% | -21% | 4% | -16%[1.9 µM]
O=C(c1cc([N+](=O)[O-])ccc1Cl)N1CCN(Cc2ccc3c(c2)OCO3)CC1 | -3%[46 µM] | 8% | -17% | -1% | -15% | -1% | -35%
OB(O)c1csc2ccccc12 | . | -7% | . | 0% | -2% | -1% | -47%[inhibitor]
CCSc1nc(N2CCOCC2)c2c(c1C#N)CC(C)(C)N(C)C2 | -7% | 19%[38.3 µM] | 0% | -2% | 6% | 0% | 3%
O=C(O)C[n+]1ccccc1 | . | -9% | . | . | -12%[9.22 µM] | -2%[7.66 µM] | -15%[10 µM]
O=C(CNC(=O)c1cc2ccccc2o1)NCc1cccs1 | -4% | -4% | 2% | -17% | -3% | 1% | -5%[10 µM]
C=CCNC(=S)NNc1ncnc2sc3c(c12)CC(C)(C)OC3 | ? | 9%[38.3 µM] | 10% | 1% | -11% | -3% | 20%
COc1ccc(NC(=O)c2c(N)no[n+]2[O-])cc1 | . | -1% | -12% | 7% | -40%[inhibitor] | -4% | -52%[inhibitor]
O=[N+]([O-])c1ccc(N2CCCCC2)s1 | . | 9% | 9% | -2% | 17% | -1% | -46%
CCCC(=O)N(CCN(Cc1ccccc1)C(=O)CCC)Cc1ccccc1 | 9% | -10%[38.3 µM] | 5% | -3% | -18% | 0% | -89%[inhibitor]

Pulled by structure from the list above, two records:
SMILES | Lamin A splicing | IMPase Li cell | HTT aggregate | CBFb-RUNX1 inh | SMN2 splice enh | KinaseGlo FLuc | HTT cytoprotect
O=[N+]([O-])c1ccc(N2CCCCC2)s1 | . | 9% | 9% | -2% | 17% | -1% | -46%
Oc1ccc(CN2CCCCC2)c2cccnc12 | ? | 10% | 0%[1.84 µM] | -29% | -21% | 4% | -16%[1.9 µM]

Following part:
SMILES | Lamin A splicing | IMPase Li cell | HTT aggregate | CBFb-RUNX1 inh | SMN2 splice enh | KinaseGlo FLuc | HTT cytoprotect
CCCCC1C2=C(CC(C)(C)CC2=O)OC2=C1C(=O)CC(C)(C)C2 | -7% | . | ? | 4% | . | . | 8%[10 µM]
Cc1cccc(NC(=S)NCCSc2ccc(Cl)cc2)c1 | . | 12% | ? | -1% | -33%[inhibitor] | 1% | -141%[inhibitor]
CO/N=C/NC(=O)c1c(OC)ccnc1Oc1ccc(Cl)cc1 | -2% | -10%[38.3 µM] | ? | 1% | -12% | -3% | 9%[10 µM]
C=CC1=C(C(=O)O)N2C(=O)C(NC(=O)Cc3ccccc3)C2SC1 (configuration not stated) | 7% | 23%[38.3 µM] | ? | -4% | 5% | -3% | 5%
Cc1ccc(NC(=O)c2ccnc(C(C)(C)C)c2)cc1 | ? | 3% | -22% | 2% | ? | 0% | 34%[10 µM]
C[C@@H]1C=C(C(=O)N2CCN(Cc3ccccc3)CC2)O[C@H](OCc2ccc(CO)cc2)C1 | . | 2% | -4%[9.22 µM] | 1% | . | . | -14%[10 µM]
NC(=O)c1ccsc1NC(=O)C1CCCCC1 | 1% | -7%[38.3 µM] | ? | 0% | -16% | -2% | ?
Cc1nn(C)c(N)c1[N+](=O)[O-] | -8%[46 µM] | . | -3%[9.22 µM] | 15% | . | . | 4%[10 µM]
O=S(=O)(NCCc1nnc2ccc(SCc3cccnc3)nn12)c1ccccc1 | 20%[46 µM] | 6% | 8% | 0% | -17% | 3% | -32%[inhibitor]
Cc1cccc(OCC(=O)O/N=C(\N)c2ccccn2)c1C | 0% | -1%[38.3 µM] | -17% | 11% | ? | -4% | -15%
COc1ccccc1NC(=O)c1ccc(Br)o1 | 3% | -3%[38.3 µM] | -6% | -2% | 27% | -3% | -12%
Clc1ccccc1-c1ncnc2ccc(Br)cc12 | . | -3% | 2% | 6% | -36%[inhibitor] | -1% | -9%
COc1ccc(OC)c(CN(CCN2CCOCC2)S(=O)(=O)c2ccc(NC(C)=O)cc2)c1 | . | . | -4%[9.22 µM] | 1% | . | . | -31%[10 µM]
CCCCC(=O)NNC(=S)NCc1ccccc1 | -1%[46 µM] | -2% | 9% | -2% | -13% | 1% | 17%[10 µM]
CC(O)CNCCCOc1cccc(Oc2ccccc2)c1 (configuration not stated) | ? | 3% | -15% | 4% | -5% | 0% | -46%[inhibitor][10 µM]
CC(=O)Nc1ccc(OCC(O)CN2CCN(c3ccccc3Cl)CC2)cc1 (configuration not stated) | -6% | -6% | 6% | 1% | 0% | 2% | -4%[10 µM]
COc1ccc2cc(C(=O)N3CCOCC3)sc(=O)c2c1OC | 6% | 1%[38.3 µM] | 10% | -2% | -15% | -7% | 2%
COc1ccccc1N1C(=O)c2ccccc2NC1C(OC)OC (configuration not stated) | 2% | 4% | -6% | 7% | 3% | -1% | 1%[1.9 µM]
Cc1cccc(-n2c(-c3cccc([N+](=O)[O-])c3)nc3nc4ccccc4nc32)c1 | ? | 3% | ? | 3% | -21% | -4% | 13%[10 µM]
O=C(O)/C=C/C(=O)Nc1ccccc1C(=O)OCC(=O)c1ccc2c(c1)OCCO2 | -12%[46 µM] | 8% | 20% | -1% | -1% | ? | -91%[inhibitor]
COc1ccc(-c2nc(N)n(S(=O)(=O)c3ccc(C)cc3)n2)cc1 | . | 8% | -20% | -2% | -5% | 2% | -4%
O=C(Cc1cccs1)Nc1cccc(C(=O)Nc2ccc(C(=O)O)cc2)c1 | -2%[46 µM] | 5% | . | 5% | 0% | -1% | .
CCOc1ccc(NC(=O)NC2CC(=O)N(c3ccc(OC)cc3)C2)cc1 (configuration not stated) | . | -9% | 11% | 4% | 0% | 6% | -37%
CC(C)CNC(=S)NNC(=O)c1ccco1 | -14% | 20% | 0% | 3% | 9% | -1% | 7%[10 µM]
O=C(CCC1N=C2c3ccccc3N=C(SCc3ccc(Cl)cc3)N2C1=O)NCc1ccco1 (configuration not stated) | ? | -1%[38.3 µM] | -18% | -16% | -4% | -6% | -11%
O=C1CN(C(=O)COC(=O)CCCOc2ccccc2)c2ccccc2N1 | . | -5% | 16% | -1% | 21% | 0% | -33%[inhibitor]
COC(=O)C1=C(C)N(CCCC(=O)O)C(=O)NC1c1ccc(-c2ccccc2)cc1 (configuration not stated) | ? | 10% | -14% | 9%[2.36 µM] | -29% | -4% | .
COC(=O)C1=CN(Cc2cccs2)C=C(C(=O)OC)C1c1cccc(Cl)c1 | ? | 15% | -27% | ? | -19% | -2% | 22%[10 µM]
CC(C)c1ccc(NC(=O)N2CCCC2C(=O)Nc2ccc(-n3cnnn3)cc2)cc1 (configuration not stated) | ? | 7% | 28%[9.22 µM] | 2% | 8% | 12% | 0%[10 µM]
COc1ccc(NC(=O)c2cc(-c3cc(C)cc(C)c3O)n[nH]2)cc1Cl | ? | 72%[activator][38.3 µM] | ? | 4% | -45%[inhibitor] | -3% | -66%[inhibitor]
CCCC(=O)Nc1cc(=O)[nH]c2ncnn12 | -4% | -4%[38.3 µM] | 2% | 8% | 6% | -1% | -7%
CCCNC(=O)C(=O)c1cccn1-c1ccsc1C(=O)OC | ? | 7%[38.3 µM] | 17% | -3% | 17% | 8% | 2%
COc1cc(C(CC(=O)N2CCN(c3ccccc3)CC2)c2c(OC)cc(OC)c3ccc(=O)oc23)cc(OC)c1OC (configuration not stated) | . | . | -1%[9.22 µM] | -13%&-4% | . | . | 14%[10 µM]
CCOC(=O)C1CCCN(C(=O)Cc2ccc(OC)c(OC)c2)C1 (configuration not stated) | 11% | 15%[38.3 µM] | -7% | 0% | 3% | 4% | 8%
COc1ccc(C(=O)COc2ccccc2C(N)=O)cc1 | 3%[46 µM] | 0% | -14% | 16% | -1% | 4% | -3%
COc1ccccc1/C=C/C=N/n1c(-c2ccccc2)n[nH]c1=S | . | . | 16%[9.22 µM] | -8% | . | . | -3%[10 µM]
O=C(Nc1nc2n(n1)C(c1ccc(F)cc1)CC(c1ccccc1)N2)c1ccco1 (configuration not stated) | . | . | 1%[9.22 µM] | 14% | . | . | 6%[10 µM]
CCOC(=O)C1CCCCN1Cc1cn[nH]c1-c1ccc(F)cc1F (configuration not stated) | 9%[46 µM] | 11% | -8%[9.22 µM] | 1% | . | -1% | -8%[10 µM]

Compound activity as filed in PubChem BioAssay.

An unsorted share of the library. About 4% of those tested had a hit in this group.
